Assay outcomes from PubChem.
Mtb BioA inh: BioA (M. tuberculosis) enzyme inhibition. purified M. tuberculosis BioA enzyme, plate reader. inhibition, % at 9.99 µM. hit rate 0.096% among 360,000. AID 602481; in the data active = inhibition above about 40%
Numbers without * were called inactive; & = joins results of further samples. Not all compounds are listed, so the mix of outcomes need not match the whole.

SMILES | Mtb BioA inh
C[C@@H]1CCCCO[C@@H](CN(C)Cc2ccncc2)[C@H](C)CN([C@@H](C)CO)C(=O)c2cc(NC(=O)Nc3ccc(C(F)(F)F)cc3)ccc2O1 | 0.9
CN1CCCCN2[C@H](CO)[C@@H](c3ccc(Br)cc3)[C@H]2C1 | 0.6
CCCc1cn(CC[C@@H]2CC[C@@H](NC(=O)Nc3ccc4c(c3)OCO4)[C@H](CO)O2)nn1 | 0.5
O=C(C[C@@H]1C=C[C@@H](NC(=O)Nc2ccc(C(F)(F)F)cc2)[C@H](CO)O1)NCCN1CCCC1 | -0.4
CCCNC(=O)C[C@@H]1C[C@H]2c3cc(NC(=O)c4ccc5c(c4)OCO5)ccc3O[C@H]2[C@H](CO)O1 | 4.1
O=C(N[C@H]1CC[C@@H](CCn2cc(C3(O)CCCC3)nn2)O[C@@H]1CO)c1ccccc1F | 3.0
C[C@@H]1CCCCO[C@@H](CN(C)C(=O)NC2CCCCC2)[C@@H](C)CN([C@H](C)CO)C(=O)c2cc(NC(=O)Cc3ccccc3)ccc2O1 | 2.7
CC(C)NC(=O)Nc1ccc2c(c1)CC(=O)N([C@@H](C)CO)C[C@H](C)[C@H](CN(C)Cc1ccncc1)O2 | 2.0
COCC(=O)N(C)C[C@H]1Oc2ncc(C#Cc3ccccc3)cc2C(=O)N([C@H](C)CO)C[C@H]1C | -0.4
C[C@@H]1CCCCO[C@H](CN(C)CC2CCCCC2)[C@H](C)CN([C@H](C)CO)C(=O)c2cc(NS(C)(=O)=O)ccc2O1 | 1.4
C[C@H](CO)N1C[C@H](C)[C@H](CN(C)Cc2ccncc2)OCCCC[C@H](C)Oc2ccc(NC(=O)Nc3cccc4ccccc34)cc2C1=O | 1.7
O=C(NCC1CC1)[C@@H]1N[C@@H]2c3ccc(-c4ccccc4F)c(=O)n3C[C@@H]2[C@H]1CO | -0.3
C[C@@H]1CN([C@@H](C)CO)C(=O)c2cccc(NC(=O)Nc3ccc(C(F)(F)F)cc3)c2O[C@@H]1CN(C)S(=O)(=O)c1ccc(F)cc1 | 2.8
COc1ccccc1S(=O)(=O)N[C@@H]1CC[C@@H](CCNC(=O)C2CCCC2)O[C@H]1CO | -1.2
Cc1ccc(S(=O)(=O)N[C@@H]2CC[C@@H](CC(=O)N3CCc4ccccc4C3)O[C@H]2CO)cc1 | 3.3
C[C@@H]1CN([C@H](C)CO)C(=O)c2cc(NC(=O)c3ccncc3)ccc2O[C@H]1CN(C)S(=O)(=O)c1cccs1 | 5.0
O=C(C[C@H]1CC[C@H]2[C@@H](COC[C@@H](O)CN2CCC(F)(F)F)O1)NCc1ccc(Oc2ccccc2)cc1 | 0.7
Cc1ccc(-c2ccc3c(c2)O[C@H](CN(C)Cc2cccc(C(=O)O)c2)[C@H](C)CN([C@@H](C)CO)S3(=O)=O)cc1 | 3.3
CO[C@H]1CN(C)C(=O)c2cc(NC(C)=O)ccc2OC[C@H](C)N(Cc2ccccc2F)C[C@@H]1C | 0.0
CN1C(=O)c2cc(NS(=O)(=O)c3ccc(Cl)cc3)ccc2OC[C@@H]2O[C@H](CC(=O)O)CC[C@@H]21 | 3.1
C[C@H](CO)N1C[C@H](C)[C@H](CN(C)Cc2ccc(C(=O)Nc3ccccc3N)cc2)OCc2cn(nn2)CCCC1=O | 0.5
C[C@@H]1CN([C@@H](C)CO)C(=O)Cc2cc(NS(C)(=O)=O)ccc2O[C@@H]1CN(C)Cc1ccccc1 | 1.3
O=C(C[C@H]1CC[C@@H]2[C@H](COC[C@H](O)CN2Cc2cccc(-c3ccncc3)c2)O1)N1CCCCC1 | -1.1
C[C@@H]1CN([C@H](C)CO)C(=O)c2cccc(NC(=O)C3CC3)c2O[C@H]1CN(C)S(=O)(=O)c1ccc(Cl)cc1 | -0.7
CCCNC(=O)N1[C@H](CO)[C@@H](c2ccc(-c3ccc(C(=O)N(C)C)cc3)cc2)[C@@H]1C#N | -1.2

Brought forward from above: 3 compounds; new compounds follow.
SMILES | Mtb BioA inh
O=C(C[C@H]1CC[C@@H]2[C@H](COC[C@H](O)CN2Cc2cccc(-c3ccncc3)c2)O1)N1CCCCC1 | -1.1
C[C@@H]1CN([C@H](C)CO)C(=O)c2cccc(NC(=O)C3CC3)c2O[C@H]1CN(C)S(=O)(=O)c1ccc(Cl)cc1 | -0.7
CCCNC(=O)N1[C@H](CO)[C@@H](c2ccc(-c3ccc(C(=O)N(C)C)cc3)cc2)[C@@H]1C#N | -1.2
CCC(=O)N(C)C[C@@H]1Oc2cc(C#CC3(O)CCCC3)ccc2S(=O)(=O)N([C@@H](C)CO)C[C@@H]1C | 0.8
COc1ccc(S(=O)(=O)N(C)C[C@@H]2OCCCC[C@@H](C)Oc3ccc(NC(=O)NC4CCCCC4)cc3C(=O)N([C@H](C)CO)C[C@H]2C)cc1 | -1.5
Cc1noc(C)c1NC(=O)N(C)C[C@H]1OCCCC[C@H](C)Oc2ccc(NS(C)(=O)=O)cc2C(=O)N([C@H](C)CO)C[C@@H]1C | 1.3
Cn1cnc(S(=O)(=O)N[C@H]2CC[C@H](CC(=O)NCC3CC3)O[C@@H]2CO)c1 | 0.8
CNC[C@H]1OCCCC[C@@H](C)Oc2ccc(NC(=O)Nc3c(C)noc3C)cc2C(=O)N([C@@H](C)CO)C[C@H]1C | -0.7
Cc1noc(C)c1S(=O)(=O)N(C)C[C@H]1Oc2c(NS(C)(=O)=O)cccc2C(=O)N([C@@H](C)CO)C[C@H]1C | -2.2
CCCNC(=O)Nc1ccc2c(c1)C(=O)N(C)C[C@@H](OC)[C@@H](C)CN(C(=O)c1ccccc1F)[C@@H](C)CO2 | 1.9
CO[C@@H](CN(C)S(=O)(=O)c1cn(C)cn1)[C@@H](C)CN(C(=O)Nc1ccc(F)cc1)[C@@H](C)CO | -1.2
C/C=C/c1ccc([C@@H]2[C@@H](CO)N3CCCCN(S(=O)(=O)c4cccc(C)c4)C[C@@H]23)cc1 | 4.9
C[C@@H]1CN([C@H](C)CO)S(=O)(=O)c2ccc(C#Cc3ccccc3F)cc2O[C@@H]1CN(C)CC1CC1 | -1.1
CC(C)CC#Cc1ccc2c(c1)O[C@@H](CN(C)C(=O)Nc1ccccc1F)[C@@H](C)CN([C@H](C)CO)S2(=O)=O | 8.3
C[C@@H]1CN([C@@H](C)CO)C(=O)c2cccc(NC(=O)Nc3ccc4c(c3)OCO4)c2O[C@@H]1CN(C)Cc1ccc2c(c1)OCO2 | -0.4
COc1ccc(S(=O)(=O)N(C)C[C@H]2Oc3ccc(NC(=O)Nc4c(C)noc4C)cc3CC(=O)N([C@H](C)CO)C[C@@H]2C)cc1 | 0.4
C[C@@H](O)C#Cc1ccc([C@H]2[C@H]3CN(S(=O)(=O)c4ccccc4)CCCCN3[C@H]2CO)cc1 | 1.7
COCCOC(=O)N1C(=O)[C@@]2(c3cc(C#CC4(O)CCCCCC4)ccc31)[C@H](C(=O)N1CCN(c3ncccn3)CC1)[C@H]1C(=O)O[C@H](c3ccccc3)[C@H](c3ccccc3)N1[C@@H]2c1ccccc1OCCO | -3.8
O=C(Nc1ccccc1)N[C@H]1CC[C@@H](CCNS(=O)(=O)c2cccc(F)c2)O[C@@H]1CO | 1.3
C[C@H]1CN([C@@H](C)CO)C(=O)c2cc(NC(=O)Cn3cnnn3)ccc2O[C@@H]1CN(C)C(=O)Nc1ccc(C(F)(F)F)cc1 | 0.0
CN(C)C(=O)C[C@@H]1C[C@@H]2c3cc(NS(C)(=O)=O)ccc3O[C@@H]2[C@@H](CO)O1 | -0.4
C[C@H](CO)N1C[C@H](C)[C@H](CN(C)Cc2ccc3c(c2)OCCN3C)OCc2cnnn2CCCC1=O | -2.0
C[C@H]1CN([C@@H](C)CO)S(=O)(=O)c2ccc(C#CC3CCCCC3)cc2O[C@@H]1CN(C)C | 2.0
C/C=C/c1ccc([C@H]2[C@@H](CO)N(C(=O)NC3CCCCC3)[C@H]2C#N)cc1 | 4.2
CO[C@@H]1CN(C)C(=O)c2cc(NC(=O)Nc3cccc(F)c3)ccc2OC[C@@H](C)N(C)C[C@H]1C | 1.7
CC(=O)N(C)C[C@H]1Oc2ncc(-c3cccc(F)c3)cc2C(=O)N([C@H](C)CO)C[C@@H]1C | 2.9
Cc1ccc(S(=O)(=O)N(C)C[C@H]2Oc3ccc(NS(=O)(=O)c4c(C)noc4C)cc3CC(=O)N([C@H](C)CO)C[C@@H]2C)cc1 | -2.9
CC(C)CC#Cc1ccc2c(c1)O[C@H](CN(C)CC1CC1)[C@H](C)CN([C@@H](C)CO)S2(=O)=O | -0.7
SMILES | Mtb BioA inh
C[C@H]1CN([C@@H](C)CO)C(=O)Cc2cc(NS(=O)(=O)c3ccc(F)cc3)ccc2O[C@@H]1CN(C)Cc1ccc2c(c1)OCO2 | 2.2
CNC(=O)C[C@@H]1CC[C@H]2[C@@H](COc3ccc(NC(=O)c4cccc(F)c4)cc3C(=O)N2C)O1 | 2.8&4.5
C[C@H]1CN([C@@H](C)CO)C(=O)c2cc(NC(=O)CCN3CCOCC3)ccc2O[C@H]1CN(C)CC1CCCCC1 | -0.7
Cc1noc(C)c1S(=O)(=O)N(C)C[C@@H]1OCCCC[C@@H](C)Oc2ccc(NS(=O)(=O)c3ccc(Cl)cc3)cc2C(=O)N([C@H](C)CO)C[C@@H]1C | 0.6
COc1ccccc1CN1C[C@@H](C)[C@H](OC)CN(C)C(=O)c2ccc(NC(=O)Nc3ccccc3OC)cc2OC[C@H]1C | 10
C[C@H](CO)N1C[C@H](C)[C@H](CN(C)CC2CC2)OCCCC[C@H](C)Oc2ccc(NC(=O)CCC(F)(F)F)cc2C1=O | 1.3
C[C@@H]1CN([C@H](C)CO)C(=O)c2cccc(NS(=O)(=O)c3cccs3)c2O[C@H]1CN(C)Cc1ccc(Cl)c(Cl)c1 | -0.5
Cc1noc(C)c1NC(=O)Nc1ccc2c(c1)CC(=O)N([C@H](C)CO)C[C@H](C)[C@H](CN(C)S(=O)(=O)c1c(C)noc1C)O2 | 1.0
Cc1ccccc1-c1ccc2c(c1)O[C@H](CN(C)Cc1ccc(C(=O)O)cc1)[C@@H](C)CN([C@@H](C)CO)S2(=O)=O | 3.2
CO[C@H]1CN(C)C(=O)c2cc(NC(=O)Nc3cc(F)ccc3F)ccc2OC[C@@H](C)N(C)C[C@H]1C | 1.3
C[C@@H]1CN([C@H](C)CO)C(=O)c2cccc(NS(=O)(=O)c3cn(C)cn3)c2O[C@H]1CN(C)Cc1ccc(-c2ccccc2)cc1 | 2.6
COc1ccc(S(=O)(=O)Nc2cccc3c2O[C@H](CN(C)Cc2ccc(C(F)(F)F)cc2)[C@H](C)CN([C@H](C)CO)C3=O)cc1 | -0.4
C[C@H]1CN([C@@H](C)CO)C(=O)c2cc(NS(=O)(=O)c3cn(C)cn3)ccc2O[C@@H]1CN(C)C(=O)Nc1ccc(C(F)(F)F)cc1 | 0.1
CCNC(=O)C[C@@H]1CC[C@@H]2[C@H](COC[C@@H](O)CN2C(=O)Nc2c(C)noc2C)O1 | -2.8
C[C@@H]1CN([C@@H](C)CO)S(=O)(=O)c2ccc(-c3cccnc3)cc2O[C@@H]1CN(C)C | -0.9
C[C@@H]1CCCCO[C@@H](CN(C)S(=O)(=O)c2ccc(Cl)cc2)[C@@H](C)CN([C@@H](C)CO)C(=O)c2cc(NC(=O)NC3CCCCC3)ccc2O1 | -1.8
C[C@H](CO)N1C[C@H](C)[C@H](CN(C)C(=O)NC2CCCCC2)OCc2cnnn2CCCC1=O | 0.0&-2.0
Cc1ccccc1-c1cnc2c(c1)C(=O)N([C@@H](C)CO)C[C@@H](C)[C@@H](CN(C)C(=O)c1ccc(F)cc1)O2 | 0.5
C[C@@H]1CN([C@@H](C)CO)C(=O)Cc2cc(NC(=O)Cc3cn(C)c4ccccc34)ccc2O[C@@H]1CN(C)CC1CC1 | -0.8
CC(C)CC#Cc1ccc2c(c1)O[C@H](CN(C)CC1CCOCC1)[C@@H](C)CN([C@H](C)CO)S2(=O)=O | 0.1
Cc1ccc(S(=O)(=O)Nc2ccc3c(c2)C(=O)N([C@@H](C)CO)C[C@@H](C)[C@@H](CN(C)C(=O)CCCN(C)C)OCCCC[C@@H](C)O3)cc1 | -2.2
COc1ccc(S(=O)(=O)N[C@H]2CC[C@H](CCNC(=O)CN3CCOCC3)O[C@H]2CO)cc1 | -1.0
C[C@H]1CN([C@@H](C)CO)S(=O)(=O)c2ccc(-c3cncnc3)cc2O[C@@H]1CN(C)Cc1cncnc1 | 13
O=C(C1CCC1)N1C[C@@H]2[C@H](c3ccccc31)[C@@H](CO)N2S(=O)(=O)c1ccccc1 | -0.9
O=C(C[C@H]1CC[C@H]2[C@@H](COC[C@H](O)CN2C(=O)c2cnccn2)O1)NCc1ccccc1 | 0.0
O=C(N[C@@H]1CC[C@@H](CCn2cc(C3CC3)nn2)O[C@H]1CO)c1cccnc1 | 0.7
COCC(=O)Nc1ccc2c(c1)C(=O)N(C)C[C@H](OC)[C@H](C)CN(Cc1cccc(F)c1)[C@H](C)CO2 | -0.4
CC(C)NC(=O)N(C)C[C@@H]1Oc2c(NC(=O)C3CCOCC3)cccc2C(=O)N([C@H](C)CO)C[C@H]1C | 0.1
CNC[C@@H]1Oc2cc(C#Cc3ccccc3)ccc2S(=O)(=O)N([C@H](C)CO)C[C@H]1C | 1.6

Quoted at random: two records from the list.
SMILES | Mtb BioA inh
O=C(N[C@@H]1CC[C@@H](CCn2cc(C3CC3)nn2)O[C@H]1CO)c1cccnc1 | 0.7
C[C@H]1CN([C@@H](C)CO)S(=O)(=O)c2ccc(-c3cncnc3)cc2O[C@@H]1CN(C)Cc1cncnc1 | 13

5 compounds already listed, sorted by length of the SMILES, largest number first.
SMILES | Mtb BioA inh
C[C@@H]1CCCCO[C@@H](CN(C)Cc2ccncc2)[C@H](C)CN([C@@H](C)CO)C(=O)c2cc(NC(=O)Nc3ccc(C(F)(F)F)cc3)ccc2O1 | 0.9
O=C(C[C@H]1CC[C@@H]2[C@H](COC[C@H](O)CN2Cc2cccc(-c3ccncc3)c2)O1)N1CCCCC1 | -1.1
C/C=C/c1ccc([C@@H]2[C@@H](CO)N3CCCCN(S(=O)(=O)c4cccc(C)c4)C[C@@H]23)cc1 | 4.9
O=C(C[C@@H]1C=C[C@@H](NC(=O)Nc2ccc(C(F)(F)F)cc2)[C@H](CO)O1)NCCN1CCCC1 | -0.4
O=C(C[C@H]1CC[C@H]2[C@@H](COC[C@H](O)CN2C(=O)c2cnccn2)O1)NCc1ccccc1 | 0.0
